HTT aggregate – inhibitors of mutant huntingtin aggregate formation in PC12 cells; PC12 HttQ103-GFP aggregates, Acumen cytometry, 40 h; Potency, µM (series often up to 46.1 µM), inactives show at the highest dose activity change, negative = inhibition, actives largely listed as inhibitors; 1.1% of 220,000 active; AID 1688; further: potency means the concentration at half of the fitted maximal effect; on the % scale 0 is the no-effect control and ±100 the full control effect; nearly all actives have a fitted effect of over 60% in size
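Huntingtin Q103 exon 1–GFP aggregates in induced PC12 cells (100 nM tebufenozide) were quantified by cytometry from lysates, with compounds dosed in titration.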
CBFb-RUNX1 inh – inhibitors of human CBF-beta and RUNX1 interaction. AlphaScreen CBFb-His/RUNX1-biotin binding, biochemical. Potency, µM (top dose mostly 59.8 µM), for the others: at the top dose activity, negative = inhibition, hits mostly inhibitors. 230,000 tested, under 10 active. AID 1477; further: % of control where 0% means no effect
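Proteins preincubated together for 20 min at RT before compound addition; 15 min later, nickel and streptavidin beads were added and left 90 min prior to AlphaScreen measurement.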
NPSR antagonist – blocks cAMP signaling of the human neuropeptide S receptor. Q6W5P4. CHO-NPSR cells, cAMP TR-FRET, antagonist mode. Potency, µM (doses to about 38.3 µM), for the others: top-dose activity change, negative = inhibition, actives largely listed as inhibitors. 1% of 220,000 active. AID 1461; further: potency means the concentration at half of the fitted maximal effect; on the % scale 0 is the no-effect control and ±100 the full control effect; nearly all actives have a fitted effect of over 50% in size; many of its hits are not listed in these tables
Epigenetic derep – epigenetic control regulation, reporter derepression; 0.2% of 280,000 active; Potency, µM (doses to about 53.9 µM), inactives show at the top dose GFP activation, most hits filed as activators; AID 1865; murine LDR cells, GFP reporter derepression, 30 h; further: potency means the concentration at half of the fitted maximal effect; % of control where 0% means no effect; nearly all actives have a fitted effect of over 60% in size
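Murine LDR cells carrying a silenced, genomically integrated CMV-driven GFP reporter were exposed to compound for 30 hours at 37 C. After PBS washes, GFP-positive cells (20–120 um objects) were counted by laser-scanning microplate cytometry.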
IMPase Li cell – membrane-permeable IMPase blocker, potentiated with lithium; CHO-M1 cells, IP1 TR-FRET (IP-One), carbachol + lithium; Potency, µM (doses to about 59.4 µM), without a hit: at the top dose activity, negative = IMPase inhibition, actives largely listed as inhibitors; 0.35% of 210,000 active; AID 1457;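 further: IP1 builds up when IMPase is blocked and the TR-FRET signal falls; potency means the concentration at half of the fitted maximal effect; plate controls were basal vehicle for no effect and high inhibitor control for full effect; nearly all actives have a fitted effect of over 50% in size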
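Lithium-sensitised IP1 accumulation assay; M1-expressing CHO cells treated 30 min at 37C with compound. Competitive antibody detection by time-resolved FRET followed a 10 min room-temperature lysis step.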
Luc counter – Kinase-Glo luciferase inhibition (counter-screen) | AID 1379 | 0.28% of 200,000 active | Q27757 | Kinase-Glo luciferase, ATP luminescence, 8 min | Potency, µM (doses to about 38.3 µM), for the others: at the highest dose activity change, negative = inhibition, usual class: inhibitors; further: potency means the concentration at half of the fitted maximal effect; on the % scale 0 is the no-effect control and ±100 the full control effect; nearly all actives have a fitted effect of over 60% in size
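Substrate mix (final 50 mM imidazole pH 7.2, 50 mM KCl, 7 mM MgCl2, 10 uM ATP, 0.01% Tween 20, 0.05% BSA) plus pin-tool compound, then Kinase-Glo detection mix; 8 min ambient, luminescence read.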
L3MBTL1 inh – L3MBTL1 (human) inhibition | Potency, µM (top dose mostly 57.1 µM), without a hit: top-dose activity, negative = inhibition, actives largely listed as inhibitors | 0.66% of 230,000 active | AlphaScreen L3MBTL1–H3K9me1 peptide binding; further: potency means the concentration at half of the fitted maximal effect; on the % scale 0 is the no-effect control and ±100 the full control effect; nearly all actives have a fitted effect of over 60% in size
Target sequence (Q9Y468 whole entry, looked up): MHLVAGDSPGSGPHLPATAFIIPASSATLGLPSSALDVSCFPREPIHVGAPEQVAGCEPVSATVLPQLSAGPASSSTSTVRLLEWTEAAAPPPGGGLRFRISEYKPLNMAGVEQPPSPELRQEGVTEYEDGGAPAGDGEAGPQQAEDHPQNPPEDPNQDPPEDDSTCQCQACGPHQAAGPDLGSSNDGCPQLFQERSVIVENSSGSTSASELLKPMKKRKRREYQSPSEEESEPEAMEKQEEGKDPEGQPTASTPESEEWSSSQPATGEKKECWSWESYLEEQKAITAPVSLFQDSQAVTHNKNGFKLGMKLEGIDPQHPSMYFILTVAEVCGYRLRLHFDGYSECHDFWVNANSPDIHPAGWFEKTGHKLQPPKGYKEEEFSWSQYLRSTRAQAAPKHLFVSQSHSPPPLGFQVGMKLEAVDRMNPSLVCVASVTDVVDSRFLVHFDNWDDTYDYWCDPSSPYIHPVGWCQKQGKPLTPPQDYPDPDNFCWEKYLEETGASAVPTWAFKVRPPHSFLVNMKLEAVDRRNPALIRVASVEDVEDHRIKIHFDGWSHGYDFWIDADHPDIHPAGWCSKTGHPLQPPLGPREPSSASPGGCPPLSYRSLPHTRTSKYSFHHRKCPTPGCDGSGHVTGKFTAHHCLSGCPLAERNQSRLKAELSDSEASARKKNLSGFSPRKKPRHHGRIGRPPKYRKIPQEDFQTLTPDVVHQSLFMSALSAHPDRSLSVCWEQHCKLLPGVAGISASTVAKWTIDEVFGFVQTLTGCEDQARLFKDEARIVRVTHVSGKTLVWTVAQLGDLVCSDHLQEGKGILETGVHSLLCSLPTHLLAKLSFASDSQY
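L3MBTL1 50 nM + b-AHA-H3(1-15)K9me1 75 nM, 30 min RT; compound added, 30 min RT; streptavidin donor/Ni-chelate acceptor beads 10 ug/mL each final, 30 min RT dark; AlphaScreen read.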
The depositor's hits bear a star; u = inconclusive; x = no result given; [ ] = another dose, or the depositor's remark. The call rests on the fitted dose curve; in most records, active means well fitted curve in the direction sought with a large enough effect; inconclusive means small, poorly fitted or top-dose-only effect, or another doubt; inactive means no such curve, though single readings can be large; an effect the other way counts as inactive or inconclusive.

| cpd | SMILES | HTT aggregate | CBFb-RUNX1 inh | NPSR antagonist | Epigenetic derep | IMPase Li cell | Luc counter | L3MBTL1 inh |
| --- | --- | --- | --- | --- | --- | --- | --- | --- |
| 1 | CCc1cccc(OCCn2ccnc2)c1 | -15.1% | -1.4% | 15.7% | 1.1% | 2.3% | -2.3% | -3.5% |
| 2 | Cc1ccccc1C(=O)Nc1nnc(-c2ccc(F)cc2)o1 | 10µM* | -8.3% | -9.8%[46.1 µM] | -0.2% | 0.9%[38.3 µM] | -0.5% | x |
| 3 | CN1CCN(CCNC(=O)c2cc3c(=O)n(C)c4ccccc4c3n2C)CC1 | u | -1.9% | -1.6%[46.1 µM] | 0.7% | 19.6%[38.3 µM] | -3.3% | x |
| 4 | Cc1cc(N2C(=O)NC(=O)CC2C)c(C)cc1C(C)C (configuration not stated) | 5.8% | 10.2% | -3.7% | 6.1% | -7.5% | -5.0% | 0.0% |
| 5 | CCN(CC)S(=O)(=O)c1ccc(N2CCN(c3cccc(OC)c3)CC2)c([N+](=O)[O-])c1 | -5.6% | u | -6.7% | 0.0% | 8.9% | -0.7% | -27.9% |
| 6 | CC1=C(C(=O)N2CCOCC2)C(c2cc(C)ccc2C)NC(=S)N1 (configuration not stated) | -0.1% | 6.2% | 19.4% | 0.0% | -8.9% | -0.2% | x |
| 7 | O=C(NC1CC2CCCC(C1)N2C(=S)NCCc1ccccc1)C1CC1 (configuration not stated) | 18.2%[9.22 µM] | -4.2% | 7.2% | 1.1% | 22.5% | -1.4% | -12.0% |
| 8 | Cc1ccc(-c2ccc(=O)n(CC(=O)NCCCN3CCCCC3C)n2)cc1 (configuration not stated) | -3.4% | 20.7% | 1.0%[46.1 µM] | -0.8% | 15.4%[38.3 µM] | 2.3% | -12.0% |
| 9 | COc1ccccc1NC(=O)Cn1cc(C#N)c2ccccc21 | -22.9% | 4.7% | -16.0%[46.1 µM] | -0.7% | 20.3%[38.3 µM] | -0.4% | x |
| 10 | CC(C)(C)NC(=O)c1nc2ccccc2s1 | 4.2% | 10.8% | -9.0%[46.1 µM] | -0.3% | -10.7%[38.3 µM] | -1.5% | 56.6%[activator] |
| 11 | CCCC/C(O)=C1\C(=O)CC(C)(C)CC1=Nc1ccc(N)cc1 | -8.6% | 10.2% | -30.5% | 0.4% | 7.4% | -2.9% | x |
| 12 | Cc1noc(C(=O)N2CC3(C)CC2CC(C)(C)C3)c1Cl (configuration not stated) | -5.9% | 0.2% | -1.4%[46.1 µM] | 0.7% | 1.1%[38.3 µM] | -1.0% | -5.2% |

Reprinted from the part before: 3 entries, followed by the next part.
| cpd | SMILES | HTT aggregate | CBFb-RUNX1 inh | NPSR antagonist | Epigenetic derep | IMPase Li cell | Luc counter | L3MBTL1 inh |
| --- | --- | --- | --- | --- | --- | --- | --- | --- |
| 10 | CC(C)(C)NC(=O)c1nc2ccccc2s1 | 4.2% | 10.8% | -9.0%[46.1 µM] | -0.3% | -10.7%[38.3 µM] | -1.5% | 56.6%[activator] |
| 11 | CCCC/C(O)=C1\C(=O)CC(C)(C)CC1=Nc1ccc(N)cc1 | -8.6% | 10.2% | -30.5% | 0.4% | 7.4% | -2.9% | x |
| 12 | Cc1noc(C(=O)N2CC3(C)CC2CC(C)(C)C3)c1Cl (configuration not stated) | -5.9% | 0.2% | -1.4%[46.1 µM] | 0.7% | 1.1%[38.3 µM] | -1.0% | -5.2% |
| 13 | Nc1nc(SCC(=O)N2CCCC2)[nH]c(=O)c1NC(=O)c1cccs1 | 10.6%[9.22 µM] | 5.9% | 6.5% | 0.4% | x | x | 0.0% |
| 14 | CC(=O)Nc1cccc(-c2csc(Nc3ccccn3)n2)c1 | -20.1% | -0.2% | -8.9%[46.1 µM] | -2.4% | 2.7%[38.3 µM] | -4.0% | -5.1% |
| 15 | Cc1cc(NC(=O)CCCS(=O)(=O)c2nc(-c3cccs3)cc(C(F)(F)F)n2)no1 | 10µM* | -5.9% | u | -1.5% | u | -0.4% | -4.0% |
| 16 | C[C@@H]1CN(Cc2nc(-c3cccs3)no2)C[C@H](C)O1 | -11.3%[9.22 µM] | 1.0% | -7.5% | 1.0% | -1.4% | -3.5% | 12.6% |
| 17 | COc1cc(/C=C2/C(=O)c3cccc([N+](=O)[O-])c3C2=O)c(Br)cc1O | -2.6% | u | 10µM* | 2.1% | 24.4% | 11.2µM* | -15.3% |
| 18 | COc1cccc(/C(O)=C2/C(=O)C(=O)N(CCN3CCOCC3)C2c2cccnc2)c1 (configuration not stated) | -1.2%[9.22 µM] | -6.5% | -10.4%[46.1 µM] | -1.2% | -13.5%[38.3 µM] | 2.0% | -7.6% |
| 19 | COc1ccc(-c2n[nH]c(C)c2-c2ccc(Cl)cc2)c(O)c1OC | u | -3.5% | u | -1.1% | 18.7%[38.3 µM] | 0.4% | -14.8% |
| 20 | COc1ccc(SN=C2C(C)=CC(=O)C=C2C)cc1 | 27.3% | -1.4% | -13.8% | 11.1% | 10.5% | -1.7% | -6.0% |
| 21 | CCCC1OC23CCCCC2C(C#N)(C#N)C1(C#N)C(=N)O3 (configuration not stated) | u | 20.8% | 25.3% | 1.0% | -7.9% | 1.7% | -12.5% |
| 22 | Cc1ccc(OCCC(=O)N2CCN(c3ccc(O)cc3)CC2)cc1 | 19.7%[9.22 µM] | 1.5% | -23.9% | -1.0% | x | x | -24.4% |
| 23 | CN(C)C(=O)COc1ccc2cc(-c3ccccc3)c(=O)oc2c1 | -7.2% | 12.1% | -9.7%[46.1 µM] | -14.3% | -17.2%[38.3 µM] | -3.0% | 1.0% |
| 24 | Cc1cccc(C=Nc2ccccc2C(N)=O)c1 | 2.8% | 5.2% | 5.9%[46.1 µM] | -1.3% | 18.2%[38.3 µM] | -1.4% | x |
| 25 | Cc1ccc(S(=O)(=O)N2CCN(c3cnn(-c4ccccc4)c(=O)c3Cl)CC2)cc1 | 22.6% | 5.2% | -50.1% | 0.9% | u | 3.7% | 5.6% |
| 26 | CCOC(=O)c1c(NC(=O)c2cccs2)sc(C)c1C | 4.0% | 9.4% | -11.6%[46.1 µM] | 0.9% | u | 2.1% | 15.7% |
| 27 | COc1ccc(NC(=S)N(CCc2c(C)[nH]c3ccccc23)Cc2cccnc2)cc1 | -9.1% | -3.1%[2.36 µM] | -8.0% | -0.3% | 9.1% | -1.0% | -0.4% |
| 28 | COc1ccc(S(=O)(=O)NCc2ccc(C)cc2)cc1 | -7.5% | 6.9% | -11.2%[46.1 µM] | 0.9% | 38.0%[38.3 µM] | -3.8% | x |
| 29 | Cc1o[nH]c(=O)c1CCC(N)C(=O)O (configuration not stated) | x | 25.4% | x | 0.0% | -7.5% | x | x |
| 30 | Nc1ncnc2nc(N3CCN(C(=O)c4ccccc4)CC3)[nH]c12 | 12.1% | 3.8% | -9.3%[46.1 µM] | -3.0% | -3.1%[38.3 µM] | -0.2% | -2.9% |
| 31 | COc1ccc2c(c1)C(=O)/C(=C/C=C/c1ccccc1)CC2 | -3.3% | -1.9% | u | 2.1% | 20.0% | -5.2% | -0.6% |
| 32 | CCC1(CC)C(=O)N=C2c3ccccc3C(=O)N21 | 9.8% | 0.7% | -16.3%[7.67 µM] | -1.4% | -13.8%[38.3 µM] | 4.2% | -4.9% |
| 33 | Cc1cccn2c(CNCC3(c4ccccc4)CCCC3)c(C(=O)N3CCOCC3)nc12 | -0.3%[9.22 µM] | 12.0% | 1.2% | 0.0% | 16.6% | -3.1% | 4.7% |
| 34 | COc1ccc(-c2noc(-c3ccccc3C(=O)Nc3cccc(OC)c3)n2)cc1 | -20.8% | 2.7% | -18.7%[46.1 µM] | -0.1% | -1.8%[38.3 µM] | -4.6% | -4.1% |
| 35 | O=C(CNC(=S)N(Cc1ccccc1)Cc1cccnc1)NCc1ccccc1 | -7.0% | 4.8% | -14.5% | 8.6% | -8.6% | 12.9% | x |
| 36 | COC(=O)C1(C(C)=O)CC2=CC[C@@H]3C(=O)N(c4ccccc4)C(=O)[C@@H]3[C@@H]2Cc2ccccc2[C@@H]1C[N+](=O)[O-] (some centres not stated) | x | 0.5% | x | -1.1% | -28.1% | -4.8% | x |

In a second layout: results already given
Order of results: HTT aggregate	CBFb-RUNX1 inh	NPSR antagonist	Epigenetic derep	IMPase Li cell	Luc counter	L3MBTL1 inh
25: Cc1ccc(S(=O)(=O)N2CCN(c3cnn(-c4ccccc4)c(=O)c3Cl)CC2)cc1
 : 22.6%	5.2%	-50.1%	0.9%	u	3.7%	5.6%
29: Cc1o[nH]c(=O)c1CCC(N)C(=O)O (configuration not stated)
 : x	25.4%	x	0.0%	-7.5%	x	x
32: CCC1(CC)C(=O)N=C2c3ccccc3C(=O)N21
 : 9.8%	0.7%	-16.3%[7.67 µM]	-1.4%	-13.8%[38.3 µM]	4.2%	-4.9%

(next part)
| cpd | SMILES | HTT aggregate | CBFb-RUNX1 inh | NPSR antagonist | Epigenetic derep | IMPase Li cell | Luc counter | L3MBTL1 inh |
| --- | --- | --- | --- | --- | --- | --- | --- | --- |
| 37 | O=C(O)C(Cc1ccc(O)cc1)N1C(=O)C2CCCCC2C1=O (configuration not stated) | 3.5%[9.22 µM] | -0.7% | -6.5%[7.67 µM] | 1.4% | x | x | -0.4% |
| 38 | COc1ccc(C(=O)CSc2nnc(-c3ccco3)n2C)cc1 | -0.9% | 8.6% | 2.0%[46.1 µM] | 5.7% | 4.1%[38.3 µM] | 0.2% | 0.1% |
| 39 | O=C(NC(Cc1c[nH]c2ccccc12)c1nnc2n1CCCCC2)c1ccccc1Cl (configuration not stated) | u | 1.6% | -14.1%[46.1 µM] | 0.0% | -5.7%[38.3 µM] | -4.3% | 23.3% |
| 40 | CCC(C)(C)NC(=O)C(c1ccncc1)N(Cc1ccc(C)cc1)C(=O)c1csnn1 (configuration not stated) | 4.2% | -12.5% | -7.9%[46.1 µM] | 3.0% | 1.6% | 1.0% | -0.9% |
| 41 | COC(=O)CSc1nnc(CNC(=O)c2ccc(OC)cc2OC)n1C | 20.8% | 1.7% | 6.9%[46.1 µM] | 5.1% | -7.4%[38.3 µM] | -0.3% | 0.7% |
| 42 | Cc1cc(C)cc(N(CC(=O)NCc2ccco2)S(=O)(=O)c2c(C)noc2C)c1 | 13.2% | -0.8% | 0.3%[46.1 µM] | 1.7% | 10.1%[38.3 µM] | 17.0% | -2.7% |
| 43 | Cc1c(N=Cc2ccco2)c(=O)n(-c2ccccc2)n1C | -5.7% | 3.3% | -4.4%[46.1 µM] | -5.4% | -3.9%[38.3 µM] | -1.4% | -2.0% |
| 44 | CCCOc1ccc(NC(=O)CC2C(=O)N(CC)C(=S)N2CCNC(C)=O)cc1 (configuration not stated) | 14.0% | -0.7% | 0.1% | -1.0% | -3.8% | 3.7% | 0.6% |
| 45 | O=C(Cc1ccccc1)N/N=C/c1cc(Br)c(Br)o1 | 1.3% | 0.8% | 0.5%[46.1 µM] | -0.3% | -1.3%[38.3 µM] | -0.6% | -4.6% |

Assay outcomes (PubChem BioAssay)

An excerpt; the hit share may differ from the screen's.
